# RPL19A-GFP yeast – RPL19A-GFP expression modulators in yeast, primary screen, cell-based, S. cerevisiae, multiplex flow cytometry, MLPCN | S. cerevisiae RPL19A-GFP strain, 3 h; stronger effect = lower value | percent response vs DMSO, % at 10 µM | actives 0.3% (n = 330,000);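 active means percent response vs DMSO below 50%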;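 further: median channel GFP fluorescence of the barcoded RPL19A-GFP strain; ratio of sample median GFP to plate DMSO average so 100% = DMSO; lower means less RPL19A-GFP as with rapamycin TOR inhibition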
# MEP2 TOR yeast – modulators of MEP2-GFP levels in yeast, primary screen, S. cerevisiae, multiplex flow cytometry, MLPCN library. S. cerevisiae MEP2-GFP strain, 3 h; 100% = DMSO control level. GFP response vs DMSO, % at 10 µM. actives 0.51% (n = 330,000). AID 2016, 2009;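 active means GFP response versus DMSO above a set limit, roughly screen mean plus 3 SD, cut at about 180% in these data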;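 further: median GFP fluorescence of the barcode-gated MEP2-GFP cells per well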
# LAP4-GFP MLPCN – modulators of LAP4-GFP expression in yeast, primary screen, S. cerevisiae, multiplex flow cytometry, MLPCN library | 3 h; median GFP as percent of DMSO wells | GFP response vs DMSO, % at 10 µM | actives 0.34% (n = 320,000) | AID 2023, 2009;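 active means GFP response vs DMSO above a set limit, about the screen mean plus 3 SD, cut at about 150% in these data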
# VLA-4 inh – inhibition in human VLA-4 binding assay, primary screen, VLA-4 allosteric modulator project, MLPCN library, flow cytometry, VLA-4 expressing cells; ligand binding flow cytometry; Integrin alpha-4 (Homo sapiens), P13612; inhibition, % (about 7 µM as worked out from the volumes in the protocol); actives 0.2% (n = 330,000); in the data active means inhibition above about 50%
# AGP1-GFP MLPCN – modulators of AGP1-GFP expression in yeast TOR pathway, primary screen, cell-based, multiplex flow cytometry, S. cerevisiae, MLPCN library | 3 h; GFP as percent of DMSO wells | GFP response vs DMSO, % at 10 µM | actives 0.02% (n = 320,000);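 active means GFP response relative to DMSO above a set limit, near screen average plus 3 SD, cut at about 150% in these data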;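 further: median GFP channel fluorescence of the gated AGP1 strain per well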
# CIT2 TOR yeast – modulators of CIT2-GFP expression in yeast, primary screen, S. cerevisiae, GFP fusion, multiplex flow cytometry, MLPCN library; S. cerevisiae CIT2-GFP strain, 3 h; 100 means same as DMSO wells; GFP response vs DMSO, % at 10 µM; actives 0.065% (n = 320,000); AID 2029, 2009;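 active means GFP response relative to DMSO above a set limit, near the screen mean plus 3 SD, cut at about 150% in these data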;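 further: ratio of well median GFP fluorescence to mean of DMSO wells on the plate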
# GRK2 aptamer HTS – compounds blocking aptamer binding on GRK2 – biochemical, human GRK2, bead flow cytometry, HTS, primary screen | inhibition of aptamer binding, % at 10 µM | FAM-aptamer displacement from GRK2 | Beta-adrenergic receptor kinase 1 (Homo sapiens), P25098 | actives 0.59% (n = 330,000) | AID 488847, 2010;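 active means inhibition of aptamer binding above 40%, roughly 3 SD of noise, on plates passing a quality check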;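 further: median bead fluorescence of bound FAM aptamer so fluorescent compounds give negative values; no value below 0 was filed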
# Target sequence (P25098 whole entry, looked up): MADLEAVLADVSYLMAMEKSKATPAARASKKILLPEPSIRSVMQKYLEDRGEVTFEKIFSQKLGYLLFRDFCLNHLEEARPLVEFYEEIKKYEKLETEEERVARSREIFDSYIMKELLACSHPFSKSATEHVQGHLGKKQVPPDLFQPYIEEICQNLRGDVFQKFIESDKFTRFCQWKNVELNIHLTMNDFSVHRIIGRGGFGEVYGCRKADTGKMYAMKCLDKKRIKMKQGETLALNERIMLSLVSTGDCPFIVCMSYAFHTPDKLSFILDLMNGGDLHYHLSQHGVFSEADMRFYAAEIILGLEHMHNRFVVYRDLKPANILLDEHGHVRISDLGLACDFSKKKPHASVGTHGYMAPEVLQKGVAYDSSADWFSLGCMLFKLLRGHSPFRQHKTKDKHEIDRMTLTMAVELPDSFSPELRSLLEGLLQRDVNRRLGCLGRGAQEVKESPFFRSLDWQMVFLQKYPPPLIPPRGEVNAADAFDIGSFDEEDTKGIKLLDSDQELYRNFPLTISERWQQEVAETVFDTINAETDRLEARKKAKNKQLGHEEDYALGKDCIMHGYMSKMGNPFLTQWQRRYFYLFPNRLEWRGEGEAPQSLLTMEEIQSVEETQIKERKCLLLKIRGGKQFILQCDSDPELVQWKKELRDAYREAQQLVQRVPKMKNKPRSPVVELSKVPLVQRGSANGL
# Yeast superoxide – reduction of superoxide in aged yeast, primary screen, HTS | S. cerevisiae aged cells, superoxide DHE fluorescence; stronger effect = lower value | actives 0.18% (n = 330,000) | superoxide response (% of plate mean), % at 10 µM;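 active means superoxide response under a set limit, about three screen SD below normal, cut at about 65% in these data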;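 further: yeast aged for seven days with compound at 30 °C before DHE staining; 100% = average MFI of all compound-treated wells on the plate with controls excluded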
# * = called active by the depositor; x = not tested or not shown.
SMILES,RPL19A-GFP yeast,MEP2 TOR yeast,LAP4-GFP MLPCN,VLA-4 inh,AGP1-GFP MLPCN,CIT2 TOR yeast,GRK2 aptamer HTS,Yeast superoxide
Cc1ccc(C2CC(C(F)(F)F)n3ncc(C(N)=O)c3N2)cc1 (stereo unspecified),98,107,99,-7,103,115,0,99
Cc1[nH]n(-c2ccccc2)c(=O)c1N=Nc1cccc([N+](=O)[O-])c1,101,111,101,14,101,101,0,101
Cc1ccc(NC(=O)COC(=O)Cc2ccsc2)cc1S(=O)(=O)N(C)C,98,105,92,9,102,103,27,101
CC(C)(C)NC(=O)Cn1nnc(-c2ccccc2NC(=O)c2ccco2)n1,101,107,103,0,103,99,0,89
CCC(C)[C@H](N)c1nnc(SCC(=O)Nc2ccc(C)cc2C)o1 (stereo partly specified),96,100,95,12,102,102,1,134
O=C(OCCN=C1NS(=O)(=O)c2ccccc21)c1cccnc1,102,100,99,11,103,105,2,107
O=C(O)CCSc1nc2ccccc2n1CCOc1ccccc1,109,92,83,21,84,78,4,103
CC(C)(C)C(=O)N1CCN(c2ncnc3scc(-c4ccccc4)c23)CC1,103,98,92,-12,103,104,0,102
O=C(Cn1c(C(F)(F)F)nc2ccccc21)c1ccc(F)cc1,102,104,107,16,104,102,4,94
CCOC(=O)N1CCC(n2c(SCC(=O)Nc3nccs3)nc3ccsc3c2=O)CC1,x,104,99,5,103,104,0,102
CCn1ncc(C2=NOC(C(=O)Nc3ccc4c(c3)OCO4)C2)c1C (stereo unspecified),99,102,105,7,102,99,2,110
COc1ccc(C)cc1NC(=O)COC(=O)Cc1ccc(-c2ccccc2)cc1,102,108,112,20,103,104,6,103
O=C1CCC/C1=C\Nc1ccc(Cl)c([N+](=O)[O-])c1,92,94,103,-3,98,86,1,113
COc1ccccc1NC(=O)C1CCN(S(=O)(=O)c2cccc3nonc23)CC1,96,110,94,7,19,96,0,115
CCc1nc2ccccc2c(NC(=O)CN2CC(C)CC(C)C2)c1C (stereo unspecified),96,102,100,5,100,107,0,96
CCOc1cc(S(=O)(=O)N(CC)CC)ccc1Br,89,89,91,14,88,88,0,98
COc1ccc(Nc2nnc(-c3ccc(C(=O)NCCO)cc3)c3ccccc23)cc1,104,93,90,-5,99,105,1,113
Cc1cccc(C)c1OCC(=O)N/N=C/c1ccncc1,104,102,101,-11,105,101,42*,75
CCOC(=O)CSc1nc(N)c(C#N)cc1C#N,100,109,104,3,107,101,1,82
O=C(NNC(=O)c1nc(Cl)ccc1Cl)c1ccc(F)cc1,94,89,90,5,96,94,4,107
CCOc1cccc(C(=O)Nc2cnn(Cc3ccccc3)c2)c1,100,107,107,1,104,100,1,93
COc1ccc(Cc2nnc(SCC(=O)NCCc3ccccc3)o2)cc1,98,109,104,-24,104,97,1,98
CCCCOc1ccc(OCCNC(=O)C2CCCN2C(=O)Nc2ccccc2)cc1 (stereo unspecified),100,102,98,2,98,104,0,79
CC1=NN(C(=O)c2ccc(Cn3cc(Br)c([N+](=O)[O-])n3)o2)C(O)(C(F)(F)F)C1 (stereo unspecified),102,98,95,11,100,101,2,105
COc1ccc(CCNc2nnc(C)c(=O)[nH]2)cc1OC,94,101,96,9,98,99,0,83

# Entries of single compounds, quoted from the list. Order of values: RPL19A-GFP yeast | MEP2 TOR yeast | LAP4-GFP MLPCN | VLA-4 inh | AGP1-GFP MLPCN | CIT2 TOR yeast | GRK2 aptamer HTS | Yeast superoxide
# Cc1ccc(C2CC(C(F)(F)F)n3ncc(C(N)=O)c3N2)cc1 (stereo unspecified) across the screens: 98 | 107 | 99 | -7 | 103 | 115 | 0 | 99
# CCOC(=O)N1CCC(n2c(SCC(=O)Nc3nccs3)nc3ccsc3c2=O)CC1 across the screens: x | 104 | 99 | 5 | 103 | 104 | 0 | 102
# Cc1[nH]n(-c2ccccc2)c(=O)c1N=Nc1cccc([N+](=O)[O-])c1 across the screens: 101 | 111 | 101 | 14 | 101 | 101 | 0 | 101
# COc1ccc(C)cc1NC(=O)COC(=O)Cc1ccc(-c2ccccc2)cc1 across the screens: 102 | 108 | 112 | 20 | 103 | 104 | 6 | 103
# CCCCOc1ccc(OCCNC(=O)C2CCCN2C(=O)Nc2ccccc2)cc1 (stereo unspecified) across the screens: 100 | 102 | 98 | 2 | 98 | 104 | 0 | 79

# (listing goes on)
SMILES,RPL19A-GFP yeast,MEP2 TOR yeast,LAP4-GFP MLPCN,VLA-4 inh,AGP1-GFP MLPCN,CIT2 TOR yeast,GRK2 aptamer HTS,Yeast superoxide
N#C/C(=C\c1ccc(OCCN2CCOCC2)cc1)C(=O)Nc1ccccc1F,97,93,91,26,97,97,1,101
CC(=O)Nc1ccc2nc(N)sc2c1,98,104,101,-13,97,103,0,93
O=C(O)c1cc(C2CC2)nc2ccccc12,94,88,122,9,81,86,0,98
COc1ccccc1CNC(=O)c1c(-c2ccccc2)nn(-c2ccccc2)c1C,101,99,102,2,104,100,0,90
CSCCC(NC(=O)c1ccccc1Br)C(=O)N1CCN(C(C)=O)CC1 (stereo unspecified),92,93,96,14,92,92,0,111
OCc1ccc(-c2nn(Cc3ccccc3)c3ccccc23)o1,99,95,122,-5,86,79,1,88
COCCCNC(=S)NC(=O)c1ccc(C)cc1,108,144,113,-12,111,102,0,104
Cc1ccc(N2CC(C(=O)Nc3nc4ccc(S(C)(=O)=O)cc4s3)CC2=O)cc1C (stereo unspecified),104,105,106,-6,109,106,1,108
COc1ccc(N2C(=O)CC(Sc3ncn[nH]3)C2=O)c(OC)c1 (stereo unspecified),96,88,124,25,97,103,3,96
Cc1cccc(CNC(=O)c2cc(S(=O)(=O)N3CCOCC3)cn2C)c1,95,103,99,21,85,97,1,91
CCN(CC)C(=O)c1c[nH]c2ccc(S(=O)(=O)Nc3cc(C)cc(C)c3)cc2c1=O,103,103,100,-1,105,103,7,85
COc1ccccc1NS(=O)(=O)c1ccc(C(=O)N2CCN(c3ccccn3)CC2)cc1,92,87,91,7,96,92,0,100
c1ccc(N2CCN(c3nc4cc5c(cc4s3)OCO5)CC2)cc1,97,87,94,-5,98,94,4,129
COCCNc1nc2c(c(=O)n(Cc3ccccc3F)c(=O)n2C)n1C,104,116,92,7,103,107,38,102
COc1ccc(C(C(=O)NC2CCCCC2)N(C(=O)c2csnn2)C2CC2)cc1 (stereo unspecified),102,103,104,14,103,102,0,104
N#Cc1ccc(NC(=O)CN2C(=O)NC(Cc3ccccc3)C2=O)cc1 (stereo unspecified),95,91,92,0,97,x,2,94
CCN(CC(=O)Nc1ccc(NC(C)=O)cc1)C(=O)C1CC(=O)N(CCc2ccc(OC)c(OC)c2)C1 (stereo unspecified),96,102,105,22,100,104,92*,98
O=S(=O)(Nc1cc(Cl)ccc1-n1cncn1)c1cc(Br)ccc1Br,96,99,98,10,86,93,5,147
COc1ccc(CCNC(=O)c2ccc([N+](=O)[O-])cc2Cl)cc1OC,105,104,121,0,121,102,1,101
CCC(NC(=O)C(C)NC)C(=O)N1CCCC1C(=O)NC1CCCc2ccccc21 (stereo unspecified),94,87,100,-5,97,101,36,99
COCCN1CCc2c(C)nc3c(-c4ccc(OC)c(OC)c4)cnn3c21,106,101,102,-8,106,106,0,96
C=CCC[C@@H](Cc1ccc(F)cc1)C(=O)OC[C@@H](Cc1c[nH]c2ccccc12)NC(=O)[C@@H](CC=C)CC(=O)N(CCO)Cc1ccccc1,81,96,90,36,77,77,0,94
NC(=O)CSc1nc(C23CC4CC(CC(C4)C2)C3)nc2ccccc12,104,103,95,12,102,103,1,110
O=C(Nc1ncc2c(n1)-c1ccccc1OC2)c1ccc(Cl)cc1,105,107,107,-7,105,96,0,98
CCOC(=O)Cn1c(=O)oc2cc(S(=O)(=O)NCCC(C)C)ccc21,99,106,101,13,104,100,1,103
SMILES,RPL19A-GFP yeast,MEP2 TOR yeast,LAP4-GFP MLPCN,VLA-4 inh,AGP1-GFP MLPCN,CIT2 TOR yeast,GRK2 aptamer HTS,Yeast superoxide
O=C(Nc1ccc2oc(-c3ccc4ccccc4c3)nc2c1)c1cccs1,94,97,92,-1,89,89,2,119
COc1ccccc1NC(=O)c1nnn(Cc2ccccc2)c1NC(C)=O,98,116,100,-14,101,104,0,91
O=C(NCC(c1ccco1)N1CCc2ccccc2C1)c1ccc(Cl)c([N+](=O)[O-])c1 (stereo unspecified),101,103,99,8,113,105,2,102
CSc1ccccc1NS(=O)(=O)c1ccc2c(c1)OCCO2,102,102,106,4,103,98,0,111
O=C(COC(=O)[C@@H]1CC(O)CN1S(=O)(=O)c1ccc2c(c1)OCCO2)Nc1cc(F)ccc1F (stereo partly specified),98,104,97,-12,100,103,0,95
COc1ccc(NC(=O)CSCC(=O)Nc2cccc(S(=O)(=O)N3CCCCCC3)c2)cc1,92,85,97,8,92,88,0,101
CCOc1ccccc1NS(=O)(=O)c1csc(C(N)=O)c1,100,102,91,24,96,100,0,107
CCCS(=O)(=O)Nc1c(C(=O)O)[nH]c2ccc(OC)cc12,93,98,103,3,97,96,0,103
COc1cccc(-c2nc(CS(=O)(=O)CC(=O)N3CCc4ccccc4C3)c(C)o2)c1,98,107,101,-1,98,98,0,111
CN(C)CC(O)CN(c1ccccc1)c1ccccc1 (stereo unspecified),101,100,101,1,100,91,2,95
COC(c1ccccc1)c1nnc(CCC(=O)N(C)C(C2CC2)C2CC2)o1 (stereo unspecified),98,107,90,1,96,102,5,89
O=c1[nH]c2cc3c(cc2cc1CN(Cc1ccc2c(c1)OCO2)Cc1nnnn1CC1CCCO1)OCO3 (stereo unspecified),102,104,106,-13,106,113,0,104
CC(C)OCCCn1c(=O)c2ccccc2n2c(CCC(=O)O)nnc12,104,101,101,-5,101,104,0,107
COC(=O)C1CCN(C(=O)COC(=O)CSc2ccc(C(N)=O)cc2[N+](=O)[O-])CC1,94,98,109,-1,105,97,0,117
C/C=C/C1=CC(=O)C[C@H](c2ccc(OC)c(OC)c2)C1,96,94,106,0,97,91,0,106
COc1ccc(/C=C2\SC(=O)N(CCC(=O)N(C)C3CCS(=O)(=O)C3)C2=O)cc1 (stereo unspecified),93,102,92,8,68,90,2,72
CCCC(C(=O)Nc1ccc(S(=O)(=O)N2CCCC2)cc1)c1ccccc1 (stereo unspecified),100,105,110,-1,104,101,2,93
O=C1/C(=C/c2ccccc2O)SC(=S)N1Cc1cccnc1,111,117,101,-5,110,107,1,108
CCCc1n(CC(O)COC2CCCCC2)c2ccccc2[n+]1C (stereo unspecified),101,98,103,-4,103,103,1,83
CNC(=O)CN(c1cc(OCCOC)c(Cl)cc1Cl)S(=O)(=O)c1ccccc1,99,106,102,-1,104,108,4,98
COc1ccc(C2N(S(=O)(=O)c3ccc(C)cc3)CCN2S(=O)(=O)c2ccc(C)cc2)cc1,103,104,95,1,103,x,4,91
Nc1c(-c2ccc(Cl)cc2)cnn1-c1ccccc1,101,103,114,-16,89,91,1,87
COCc1c(C(=O)OCC(=O)c2c(N)n(CC(C)C)c(=O)n(C)c2=O)oc2ccccc12,96,92,95,36,97,96,2,92
CCC(=O)Nc1nnc(-c2ccc(OC)cc2)o1,99,96,105,31,97,95,2,93
Cc1cc(C)nc(NS(=O)(=O)c2ccc(N/C=C3\CCCC3=O)cc2)n1,101,102,98,17,102,105,2,92
CC(=O)Nc1ccc(C(=O)NNC(=O)c2cccc(C)c2)cc1,94,94,82,18,87,94,0,97
N#Cc1c(-c2ccccc2)c(-c2ccccc2)nn(CC(=O)NNC(=O)Nc2ccc(Cl)c(Cl)c2)c1=O,102,105,99,-2,106,107,1,93
COc1cccc(C(=O)C2CCCN(C/C=C/c3ccccc3OC)C2)c1 (stereo unspecified),104,102,107,-10,109,102,0,100
Cn1c(=O)[nH]c(=O)c2c1nc(CN1CCOCC1)n2CCCO,99,101,99,-2,96,101,2,98

# Hits appear at their usual frequency. Share with any hit: about 1.7%.
